Source: PubChem (National Center for Advancing Translational Sciences (NCATS))
ALDH1A1 block: qHTS Assay for Inhibitors of Aldehyde Dehydrogenase 1 (ALDH1A1) | Aldehyde dehydrogenase 1A1 (Homo sapiens), P00352 | Purified ALDH1A1, NADH fluorescence, propionaldehyde substrate | Potency, µM (titrated, usually from 75.3 µM), without a hit: top-dose activity, negative = inhibition, hits mostly inhibitors | 220,000 compounds, 7.3% hits; active = well fitted inhibition curve with a large enough effect, not every such curve was filed as active; inconclusive = small, poorly fitted or top-dose-only effect, or another doubt; inactive = no such curve, though single readings can be large or run the other way;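 also: plate controls were no enzyme wells and a reference inhibitor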
Target sequence (P00352 whole entry, looked up): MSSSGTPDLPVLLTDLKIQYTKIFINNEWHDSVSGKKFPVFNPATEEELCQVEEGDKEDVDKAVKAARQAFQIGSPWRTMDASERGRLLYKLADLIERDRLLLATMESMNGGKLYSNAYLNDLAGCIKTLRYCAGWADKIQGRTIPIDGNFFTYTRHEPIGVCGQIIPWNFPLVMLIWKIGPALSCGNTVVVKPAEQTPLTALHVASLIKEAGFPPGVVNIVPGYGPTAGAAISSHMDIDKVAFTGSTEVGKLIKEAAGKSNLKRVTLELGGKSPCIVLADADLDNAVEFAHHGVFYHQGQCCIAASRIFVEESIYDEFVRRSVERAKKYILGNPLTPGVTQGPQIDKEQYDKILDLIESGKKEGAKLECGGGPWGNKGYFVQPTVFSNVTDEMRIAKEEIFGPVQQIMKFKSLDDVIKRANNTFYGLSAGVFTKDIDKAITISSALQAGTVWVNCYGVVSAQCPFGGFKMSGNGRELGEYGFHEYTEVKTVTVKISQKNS
Tau ThT inhib: qHTS for Inhibitors of Tau Fibril Formation, Thioflavin T Binding. Microtubule-associated protein tau (Homo sapiens), P10636. recombinant tau K18 P301L (four-repeat tau fragment), heparin-induced fibrillization, ThT fluorescence. Potency, µM (doses to about 57.4 µM), for inactives: at the highest dose activity, negative = inhibition, actives largely listed as inhibitors. 270,000 compounds, 2.1% hits. AID 1460, 2008; also: % is scaled to controls: 0 for no effect and ±100 for the full control effect; nearly all actives have a fitted effect of over 55% in size
Target sequence (P10636 561-689 P618L limits assumed): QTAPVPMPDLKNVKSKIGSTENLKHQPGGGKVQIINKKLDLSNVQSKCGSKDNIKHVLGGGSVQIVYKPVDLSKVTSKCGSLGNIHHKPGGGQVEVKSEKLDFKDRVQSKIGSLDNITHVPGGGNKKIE
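Aggregation was driven by heparin (20 uM final) acting on recombinant tau […] bearing P301L in 100 mM sodium acetate pH 7; fibrils were detected with Thioflavin T.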
Luc counter: Counterscreen for Luciferase (Kinase-Glo TM) Inhibition. Luciferin 4-monooxygenase (Photuris pensylvanica), Q27757. Kinase-Glo luciferase, ATP luminescence, 8 min. Potency, µM (top dose mostly 38.3 µM), inactives show at the top dose activity change, negative = inhibition, most hits filed as inhibitors. 200,000 compounds, 0.28% hits. AID 1379, 2008; also: % is scaled to controls: 0 for no effect and ±100 for the full control effect; nearly all actives have a fitted effect of over 60% in size
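Luminescence was the read-out, taken after 8-minute incubation at ambient temperature. Luciferase turned over luciferin with 10 uM ATP in imidazole pH 7.2 buffer containing KCl, MgCl2, Tween 20 and BSA.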
SMN2 splice enh: qHTS Assay for Enhancers of SMN2 Splice Variant Expression | AID 1458, 2008 | Potency, µM (highest dose often 46.1 µM), without a hit: at the top dose activity change, positive = activation, most hits filed as activators | 210,000 compounds, 2.8% hits | HEK293 SMN2-luciferase splicing reporter, luminescence, 30-36 h; also: % of control where 0% means no effect; nearly all actives have a fitted effect of over 55% in size
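HEK293 cells carry an SMN2 minigene-luciferase reporter in which exon 7 inclusion puts luciferase in frame. Cells were seeded at 2000 cells/well, attached for 10-12 hours, then exposed to compounds for 30-36 hours at 37C before ONE-Glo luminescence.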
LMNA splice mod: qHTS Assay for Modulators of Lamin A Splicing | HeLa LMNA splicing GFP/RFP minigene ratio, 48 h | Potency, µM (top dose mostly 46.1 µM), for the others: top-dose ratio change, negative = inhibition, hits mostly inhibitors | 200,000 compounds, 0.01% hits | AID 1487, 2009; active = well fitted inhibition curve with a large enough effect in the signal ratio, with a control signal flat, not every such curve was filed as active; inconclusive = small, poorly fitted or top-dose-only effect, or effect the other way, or a change in a side signal; the % refers to the signal ratio; also: % is scaled to controls: 0 for no effect and ±100 for the full control effect
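S3 HeLa cells stably expressing lamin A-EGFP splicing minigene plus DsRed2, 600 cells/well, 48 h compound exposure at 37C. Laser-scanning cytometry; analysed as GFP (500-530 nm)/RFP (575-640 nm) total intensity ratio; 0.5% DMSO vehicle.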
RECQ1 inh: qHTS Assay for Inhibitors of RecQ-Like Dna Helicase 1 (RECQ1) | ATP-dependent DNA helicase Q1 (Homo sapiens), P46063 | RECQ1 DNA unwinding, red fluorescence kinetic read | Potency, µM (titrated, usually from 57.3 µM), for the others: top-dose activity, negative = inhibition, usual class: inhibitors | 240,000 compounds, 0.54% hits | AID 2549, 2010;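 also: plate controls were vehicle for no effect and no enzyme for full effect; nearly all actives have a fitted effect of over 30% in size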
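RECQ1T1 50 nM; forked duplex (20 bp + 30-nt ss tails) 200 nM, ATP 2 mM final; pH 8.0, 2 mM MgCl2, 2.5 ug/ml poly(dI-dC); 15 min compound preincubation; discontinuous kinetic read over 2 h at RT.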
L3MBTL1 block: qHTS Assay for the Inhibitors of L3MBTL1; Lethal(3)malignant brain tumor-like protein 1 (Homo sapiens), Q9Y468; AlphaScreen L3MBTL1–H3K9me1 peptide binding; Potency, µM (doses to about 57.1 µM), for inactives: at the top dose activity, negative = inhibition, most hits filed as inhibitors; 230,000 compounds, 0.66% hits; also: % is scaled to controls: 0 for no effect and ±100 for the full control effect; nearly all actives have a fitted effect of over 60% in size
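AlphaScreen proximity signal between nickel-chelate acceptor and streptavidin donor beads (final 10 ug/mL) reports binding of 50 nM L3MBTL1 to 75 nM biotin-H3 K9me1 peptide; complex incubated with compounds 30 min at room temperature; cefsulodin titration as control.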
KDM4E inh: qHTS Assay for Inhibitors of Human Jumonji Domain Containing 2E (JMJD2E). JMJD2E catalytic domain, FDH-coupled NADH fluorescence (FDH is formaldehyde dehydrogenase). Potency, µM (doses to about 57.1 µM), for the others: at the top dose activity change, negative = inhibition, usual class: inhibitors. 230,000 compounds, 1.6% hits. AID 2147, 2009; active = well fitted inhibition curve with a large enough effect, not every such curve was filed as active; inconclusive = small, poorly fitted or top-dose-only effect, or another doubt; inactive = no such curve, though single readings can be large or run the other way;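 also: 0% = wells with enzyme and -100% = buffer wells without enzyme; nearly all actives have a fitted effect of over 50% in size; many of its hits are not listed in these tables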
Target sequence (B2RXH2 1-337 limits assumed): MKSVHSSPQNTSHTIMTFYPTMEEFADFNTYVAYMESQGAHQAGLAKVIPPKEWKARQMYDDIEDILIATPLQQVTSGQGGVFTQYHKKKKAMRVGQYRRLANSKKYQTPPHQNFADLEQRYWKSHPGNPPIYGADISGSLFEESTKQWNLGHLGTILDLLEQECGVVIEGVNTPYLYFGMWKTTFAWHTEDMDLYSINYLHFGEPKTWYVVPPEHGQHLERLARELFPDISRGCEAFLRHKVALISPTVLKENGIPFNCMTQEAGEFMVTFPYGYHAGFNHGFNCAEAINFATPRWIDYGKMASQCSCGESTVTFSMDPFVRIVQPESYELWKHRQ
The depositor's hits bear a star; i = inactive; ? = inconclusive; . = no result given; & = joins results of further samples; [ ] = another dose, or the depositor's remark. Unless noted, calls follow the shape of the dose curve; as a rule, active = well fitted curve in the direction sought with a large enough effect; inconclusive = small, poorly fitted or top-dose-only effect, or another doubt; inactive = no such curve, though single readings can be large; an effect the other way counts as inactive or inconclusive. Potency is read from the fitted curve at half-maximal effect. This is a subset; count on the stated rates, not on these rows.

SMILES	ALDH1A1 block	Tau ThT inhib	Luc counter	SMN2 splice enh	LMNA splice mod	RECQ1 inh	L3MBTL1 block	KDM4E inh
Cc1cnc(NC(=O)CSc2nnc(N)s2)s1	5%	-8%	4%	.	5%[46 µM]	-6%	-9%	-4%
O=c1[nH]nc(Cc2ccc(-c3cccc(Cl)c3)o2)c2ccccc12	?	-24%	5%	-55%[inhibitor]	?	-18%	1%	-11%
O=C(O)CSc1nnc(CSc2nc3ccccc3s2)n1-c1ccccc1	5%	3%	-1%	3%	10%[46 µM]	4%	6%	-6%
CC(C)[C@@H]1NC(=O)c2cc([N+](=O)[O-])cc(I)c2NCC[C@@H](C(N)=O)NC(=O)[C@H](CO)NC1=O	0%	-10%	-1%	-3%	0%	i	-8%	1%
CC1CCN(CCc2nc3cc(NC(=O)Nc4ccccc4)ccc3n2C)CC1	4%	-9%	-4%	23%	-5%	-13%	-3%	?
CCOc1ccccc1C1C(C#N)=C(N)Oc2cc(N)ccc21 (stereo not given)	3%	-9%	0%	-3%	4%	-2%	.	-9%
NC(=O)C1=C[C@@H](c2csc3ccccc23)C[C@@H](OCCCCO)O1	1%	?	.	.	.	i	15%	?
N#CCSc1nc2ccccc2c(=O)n1C1CCCCC1	?	-15%	1%	-23%	9%[46 µM]	-6%	.	-7%
Cc1cccc2cc(CN(Cc3cccnc3)C(=O)c3ccncc3)c(=O)[nH]c12	3%	-3%	5%	11%	-11%	?	.	?
C/C(=N/Nc1nc(-c2ccccc2)c(CC(=O)O)s1)c1ccccc1	.	13µM*	.	.	.	i	-13%	-22%
CN(C)CCn1c(=N)n(CC(O)c2ccc(Cl)c(Cl)c2)c2ccccc21 (stereo not given)	9%	-1%	-2%	-26%	?	i	6%	-4%
O=C(Nc1cc(Cl)ccc1N1CCOCC1)c1ccc2c(c1)OCCO2	-10%	-8%	1%	-11%	20%[46 µM]	i	4%	-22%
O=C(COc1ccc(OCc2ccccc2)cc1)NN=C1CCCC1	8.9µM*	?	-5%	1%	.	-4%	0%	26%
Cc1ccc2c(c1)-c1ncc(C(=O)c3cc(Br)ccc3O)cc1CO2	-16%	-15%&-6%	1%	0%&-15%	-23%[9.22 µM]	15%	?	?
O=C(CN1CCN(c2nc(-c3ccc(Cl)cc3)cs2)CC1)NCc1ccco1	?	?	0%	-9%	1%	-5%	-11%	0%
Cc1ccc(Sc2ccc(CN3CCCC3)cc2[N+](=O)[O-])cc1	-5%	?	5%	.	.	i	?	-10%
C#CCOCCOCCOCCNc1nc(N2CCN(C(=O)Cn3cc(CCCN=C(N)N)nn3)CC2)nc(N2CCN(C(=O)[C@H](C(C)C)n3cc(CCO)nn3)CC2)n1	12%	-9%	1%	3%	3%	0%	9%	-2%
O=C(NC12CCC(O)C(SC1)/C2=N/O)c1ccccc1 (stereo not given)	7%	-2%	2%	35%	?	-6%	.	9%
O=C1Nc2cc(S(=O)(=O)N3CCCC3)ccc2N2CCCC12 (stereo not given)	?	10%	-1%	-43%[inhibitor]	-8%	4%	-22%	1%
Cc1ccccc1C(=O)NC1CCN(Cc2nnnn2C(C)(C)C)CC1	-25%	-1%	1%	.	0%[46 µM]	-5%	-1%	-8%
O=C(/C=C/c1ccco1)OCn1nnc2ccccc2c1=O	-11%	-9%	1%	-7%	-5%[46 µM]	i	?	0%
Cc1cc(N2CCN(c3nc4ccccc4s3)CC2)n2ncnc2n1	?	?	-8%	-53%[inhibitor]	14%	-13%	6%	4%
COc1ccc(NC(=O)C2CC(c3ccc(OC)c(OC)c3)=NO2)cc1OC (stereo not given)	-4%	?	0%	-16%	-2%	0%	-6%	?
Cc1nnc(SCC(=O)N(Cc2ccccc2)C(C)C)n1-c1ccccc1	-4%	-4%	-7%	-12%	5%	i	.	-2%
Cc1ccc(N/C=C(\[N+](=O)[O-])S(=O)(=O)c2ccccc2)cc1	?	-4%	7%	-5%	?	-10%	8%	-1%
COc1ccc(S(=O)(=O)N2CCN(S(=O)(=O)c3ccc4c(c3)OCCO4)CC2)cc1C	0%	-8%	1%	-20%	-1%	-5%	-8%	-5%
COc1cc(C(=O)Nc2nccs2)c(Br)c(OC)c1OC	6%	-9%	0%	-7%	-24%	-2%	-8%	-7%
O=c1c2ccccc2nnn1Cc1cccc2ccccc12	-5%	-16%	-3%	-3%	?	9%	24%	-15%
COc1cc(OC)c(C2C(C#N)=C(N)OC3=C2C(=O)CC(C)C3)cc1OC (stereo not given)	-13%	-13%	-1%	16%	6%	-3%	-2%	-11%
Cc1c(NC(=O)c2ccc3c4c(cccc24)CC3)c(=O)n(-c2ccccc2)n1C	-4%	-8%	17%	-8%	-6%	-10%	.	1%
Cc1ccc(C)c(NC(=O)CN(C)C(=O)/C=C/c2ccco2)c1	-5%	-3%	2%	0%	6%[46 µM]	-13%	.	4%
CC1(C)Cc2nc(-c3ccccc3)nc(SCC(O)CO)c2CO1 (stereo not given)	.	-1%	.	.	.	2%	-15%	1%
Cc1cc2cc(CCNC(=O)CC(C)(C)C)c(=O)[nH]c2cc1C	1%	-5%	-1%	7%	-10%	1%	0%	?
COc1ccc(/C=N/NS(=O)(=O)c2ccccc2)cc1OC(=O)c1ccc(C)cc1	-5%	0%	0%	1%	-3%	-12%	-2%	1%
CC(=O)Nc1ccc(NC(=O)C(C)OC(=O)C2(c3ccc(Cl)cc3)CCCC2)cc1 (stereo not given)	-14%	-9%	.	.	?	-13%	1%	-5%
CN(C)S(=O)(=O)c1cccc(NC(=S)Nc2cc(Cl)cc(Cl)c2)c1	?	-11%	3%	-20%	-1%	-5%	.	-8%
CCOC(=O)CCN(Cc1cccs1)S(=O)(=O)c1ccc(Cl)cc1	-10%	-11%	4%	-6%	9%	-2%	28%	-2%
O=[N+]([O-])c1cccc(/C=N/Nc2nc(NCc3ccccc3)nc(N3CCOCC3)n2)c1O	-6%	-1%	-1%	.	.	14%	-16%	-12%
COc1ccc2[nH]cc(C(=O)CN3CCCCC3)c2c1	-16%	-5%	9%	13%	?	-8%	-2%	5%
Cc1cc(=O)cc(C)n1-c1ccc(Cl)cc1	5%	5%	-2%	-5%	20%[46 µM]	i	3%	-5%
Cc1ccc2cc3cc(C(=O)N4CC(C)CC(C)C4)oc3nc2c1 (stereo not given)	25µM*	7%	0%	22%	-7%	1%	1%	-1%
CCCN(CCC)CC(O)CN1C(=O)N(CN2C(=O)N(CC(O)CN(CCC)CCC)C(=O)C2(C)C)C(C)(C)C1=O (stereo not given)	-4%	-5%	0%	-20%	.	9%	.	-5%
Cc1ccc(NC(=O)c2ccc(Nc3ccccc3F)nc2)cc1	-1%	4%	-2%	6%	-18%	-9%	-16%	-14%
O=C(NCc1ccco1)C1OCCc2ccccc21 (stereo not given)	-11%	-15%	0%	-7%	-11%	-3%	-2%	-8%
COc1ccc(C[C@@H]2c3cc(OC)c(OC)cc3CC[N@+]2(C)CCC(=O)OCCCCCOC(=O)CC[N@@+]2(C)CCc3cc(OC)c(OC)cc3[C@H]2Cc2ccc(OC)c(OC)c2)cc1OC	-6%[20.9 µM]	.	0%[17.1 µM]	-2%[20.6 µM]	?	i	.	3%[25.5 µM]
Cc1ccc(C)n1-n1c(C)nc2scc(-c3cccs3)c2c1=O	-6%	-9%	-1%	-24%	17%	-3%	-10%	-11%
CCc1ccc(CN(C)C(=O)CCc2nnc(COc3ccccc3)o2)cc1	1%	-8%	0%	.	.	7%	7%	18%
Cc1c(C(=O)NC(=S)Nc2ccc3c4c(cccc24)CC3)cccc1[N+](=O)[O-]	?	-4%	0%	0%	-1%	?	-2%	-6%
O=C1CCC(=O)N1c1ccc(CSc2nnnn2C2CCCCC2)cc1	?	9%	0%	-8%	14%	-5%	35%[activator]	2%
Cc1noc(C)c1S(=O)(=O)N1CCCC(C(=O)NC2CCCCC2)C1 (stereo not given)	5%	13%	-4%	-13%	8%	i	.	10%
COCCNC(=O)Cn1cnc2ccc(S(=O)(=O)N3CCC(C)CC3)cc2c1=O	?	4%	1%	21%	-3%	-1%	-6%	-5%
Cc1nc(-c2ccccc2)sc1-c1nc(-c2cccnc2)ncc1S(=O)(=O)c1ccccc1	?	-24%	0%	-17%	?	i	3%	-26%
Cc1ccc(S(=O)(=O)N(C)c2ccc(OCC(=O)O)cc2)cc1	12%	-5%	-2%	-3%	0%	-13%	.	2%
CCN(CC)CCCN1C(=O)C(O)=C(C(=O)c2ccco2)C1c1cc(OC)ccc1OC (stereo not given)	0%	-4%	-2%	15%	9%	-17%	-2%	-7%
CCOC(=O)N1CCN(S(=O)(=O)c2ccc(C(=O)Nc3nnc(CSC)o3)cc2)CC1	-3%	-1%	0%	-15%	?	-9%	16%	?
Fc1ccc(CSc2nnc(-c3cc4c(s3)-c3ccccc3CC4)o2)cc1	?	?	-1%	-4%	2%	0%	19%	?

Just Tau ThT inhib and KDM4E inh (2 entries from above):
SMILES,Tau ThT inhib,KDM4E inh
Cc1c(C(=O)NC(=S)Nc2ccc3c4c(cccc24)CC3)cccc1[N+](=O)[O-],-4%,-6%
CCOC(=O)N1CCN(S(=O)(=O)c2ccc(C(=O)Nc3nnc(CSC)o3)cc2)CC1,-1%,?
